Bioassay records: PubChem, several laboratories
STAT3 inh – inhibitors of IL-6 induced STAT3 signaling | U3A cells, IL-6 STAT3-luciferase reporter, luminescence; host cell line lacks STAT1 | inhibition, % at 5.5 µM | hit rate 0.89% among 190,000;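 active = inhibition above the mean inhibition across all screened compounds plus 3 SD, cut at about 44% in these data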;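 also: 0% = DMSO only wells and 100% = 100 µM nifuroxazide control wells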
STAT1 inh – inhibitors of IFN-gamma induced STAT1 signaling; NIH 3T3 STAT1-luciferase reporter, luminescence; inhibition, % at 5.5 µM; hit rate 0.35% among 200,000; AID 920;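 active = inhibition above a set limit, the mean inhibition across all tested compounds plus 3 SD, cut at about 34% in these data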;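 also: 0% = IFN-gamma with DMSO and 100% = IFN-gamma with 300 µM nifuroxazide; values of inactives mirror those of a sister screen read the other way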
RAM network inh – blocks the yeast RAM network. S. cerevisiae dse1pr::URA3 reporter, 5-FOA growth OD615, 2 d; analog-sensitive cbk1-as2 kinase mutant strain. AID 868. inhibition, % at 50 µM. hit rate 1.8% among 190,000;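 active = inhibition above a set limit, 3 SD over mean compound inhibition, cut at about 8.4% in these data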;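 also: 0% = DMSO-only wells with no growth and 100% = 10 µM 1-NA-PP1 full growth; inhibition rescues growth on 5-FOA so higher OD means more RAM inhibition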
APP 5'UTR act – activates APP 5'UTR luciferase reporter; SH-SY5Y APP 5'UTR luciferase reporter, luminescence; zero percent = DMSO vehicle wells; activation, % at 2 µM; hit rate 1% among 190,000;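 active = activation above a set limit, based on mean plus 3 SD of controls, cut at about 140% in these data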; also: values of inactives mirror those of a sister screen read the other way
NF-kB expr up – compounds increasing NF-kB expression in human neuronal cells. NF-kB reporter expression; active compounds read high. fold change at 12.5 µM. hit rate 1.6% among 190,000; in the data active = fold change above about 3.3
STAT3 act – increases IL-6 driven STAT3 reporter signal | U3A cells, IL-6 STAT3-luciferase reporter, luminescence; 100% = signal with IL-6 EC80 alone | activation (% of control), % at 5.6 µM | hit rate 0.91% among 190,000 | AID 871;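 active = activation above the screen-wide mean of compound activation plus 3 SD, cut at about 130% in these data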;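 also: 0% = background luminescence of wells with medium and substrate only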
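Material: STAT3-luciferase reporter U3A cells; Probe or stimulus: IL-6 (33 ng/mL); Incubation: compound pre-incubation 1 h before IL-6, then 6 h stimulation at 37 °C; Technique: luminescence from STAT3-driven luciferase reporter; Evaluation: % activation versus median of IL-6-stimulated wells; Controls: IL-6-only high control.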
Hsp70 activator – transcriptional activators of Hsp70. HeLa Hsp70 promoter luciferase reporter, luminescence; scaled: vehicle 0, proteasome-inhibitor control 100%. activation, % at 10 µM. hit rate 0.04% among 200,000. AID 1203;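 active = activation above the mean across all tested compounds plus 3 SD, cutoff set per campaign, cut at about 5.5% in these data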;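 also: 100% = MG132 at 30 µM as the positive control and 0% = DMSO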
STAT1 activator – increases IFN-gamma driven STAT1 reporter signal. NIH 3T3 STAT1-luciferase reporter, luminescence; 100% = IFN-gamma alone, no compound. activation (% of control), % at 5.5 µM. hit rate 2.6% among 200,000;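 active = activation above the screen-wide mean activation plus 3 SD, cut at about 130% in these data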;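 also: raw ratio to IFN-gamma control signal so 100% means no change and 0% no light; values of inactives mirror those of a sister screen read the other way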
FLuc inh counter – inhibits firefly luciferase, flagging false hits in luciferase inhibition screens | P08659 | ATPLite firefly luciferase biochemical luminescence, 10 min | inhibition, % at 10 µM | hit rate 1.5% among 200,000 | AID 1006;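 active = inhibition above about 50% when tested at 10 µM, limit read from the data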
Target sequence (P08659 whole entry, looked up): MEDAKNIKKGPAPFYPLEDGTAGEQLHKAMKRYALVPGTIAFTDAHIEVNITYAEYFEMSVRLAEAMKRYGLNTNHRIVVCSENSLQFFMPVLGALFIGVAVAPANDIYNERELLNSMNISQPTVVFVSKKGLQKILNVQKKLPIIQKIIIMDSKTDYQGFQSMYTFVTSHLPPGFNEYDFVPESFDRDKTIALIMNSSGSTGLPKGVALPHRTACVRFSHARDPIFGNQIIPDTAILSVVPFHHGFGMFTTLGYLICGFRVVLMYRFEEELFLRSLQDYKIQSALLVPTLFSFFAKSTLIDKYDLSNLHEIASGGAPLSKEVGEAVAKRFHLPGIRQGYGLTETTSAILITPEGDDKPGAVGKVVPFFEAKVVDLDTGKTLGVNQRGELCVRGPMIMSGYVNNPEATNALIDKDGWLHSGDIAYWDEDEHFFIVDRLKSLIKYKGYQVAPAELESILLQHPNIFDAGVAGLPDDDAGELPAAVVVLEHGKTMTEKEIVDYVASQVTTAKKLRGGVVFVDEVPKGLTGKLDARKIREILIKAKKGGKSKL
APP 5UTR inh – APP translation inhibition; hit rate 0.82% among 190,000; inhibition, % at 2 µM; SH-SY5Y APP 5'UTR-luciferase reporter, luminescence;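 active = inhibition above a set limit, derived from the sample mean plus 3 SD, cut at about 45% in these data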; also: values of inactives mirror those of a sister screen read the other way
* = called active by the depositor; · = not tested or not shown.

SMILES	STAT3 inh	STAT1 inh	RAM network inh	APP 5'UTR act	NF-kB expr up	STAT3 act	Hsp70 activator	STAT1 activator	FLuc inh counter	APP 5UTR inh
O=C(CCN1C(=O)COc2ccccc21)N1CCN(c2ccccn2)CC1	10	4	0.1	-17	1	94	0.1	96	-4	18
Cc1cc(=O)n2ncnc2n1COCCO	9	0	0.9	26	0.98	98	-0.4	100	-2	-26
CCN(CC)S(=O)(=O)c1ccc(C(=O)OCCN2C(=O)CCC2=O)cc1	6	2	0.7	·	0.93	103	0.1	98	-2	·
CC(C)(C)C(=O)c1sc(Nc2ccccc2)nc1N	-9	-54	-2.5	64	3.8*	110	-0.2	150*	37	-64
O=C(c1ccco1)N1CCN(c2ccc(Cl)c(Cl)c2)CC1	8	-6	·	40	·	97	-0.2	105	·	-40
CCOC(=O)c1cc(S(=O)(=O)NC2CCN(C(=O)OCC)CC2)cn1C	-7	-5	-0.8	-11	0.94	109	-0.3	105	-5	11
Nc1nonc1-c1nc2ccccc2n1CC(=O)O	-23	8	0.4	12	0.58	124	-0.2	93	-3	-12
C[n+]1c(/C=C/c2ccc3c(c2)OCO3)ccc2ccccc21	14	-18	-0.3	185*	0.58	94	-0.1	115	6	-185
O=C(Nc1ccccc1)N1CCSc2ccccc21	-13	-2	-1.0	8	0.99	123	0.1	100	-3	-8
CCc1nc2cc(CC(=O)O)ccc2o1	9	-7	-0.7	7	0.86	95	-0.3	106	-2	-7
Oc1ccc(/C=N/Nc2cc(N3CCOCC3)nc(N3CCOCC3)n2)cc1	16	-4	·	-4	·	95	-0.1	104	·	4
Cc1c(Nc2nc3ccccc3nc2NS(=O)(=O)c2cccs2)c(=O)n(-c2ccccc2)n1C	17	4	1.7	-1	0.99	89	0.3	97	-9	1
Cc1cc[n+](CC(=O)c2cccs2)cc1	14	17	1.3	-1	0.89	93	-0.1	85	-5	1
Cc1cc(C)c(S(=O)(=O)NCC(=O)NCc2ccccn2)c(C)c1	3	-18	2.1	-2	1.2	101	-0.2	115	-1	2
CCOc1ccc(-c2nc(N)ncc2-c2ccc(OC)cc2)c(O)c1	-8	-3	2.4	-14	1.1	110	-0.7	102	-3	14
Cc1ccc(C2CC(C(F)(F)F)n3nc(C(=O)NCCN4CCOCC4)cc3N2)cc1 (stereo unspecified)	9	-4	0.8	13	1.1	100	-0.1	104	-4	-13
CCN(CC)S(=O)(=O)c1ccc(N2CCOCC2)c(NC(=O)c2cc([N+](=O)[O-])ccc2Cl)c1	0	1	4.6	4	1.2	102	0.2	99	-9	-4
CCC1Oc2ccccc2N(CC(=O)NCCCN2CCCCC2C)C1=O (stereo unspecified)	-3	-1	-1.4	-12	0.96	109	-0.7	101	-8	12
COc1ccc(OCc2nnc(NC(=O)Nc3ccc(F)cc3)s2)cc1	9	-1	2.2	-6	1	97	0.0	100	-2	6
c1ccc(-c2ccc(CN3CCN(c4ncccn4)CC3)cc2)cc1	16	5	1.9	-4	1.1	91	-0.3	96	5	4
COC(=O)/C=C(\C)NC(=O)c1ccc(F)cc1	14	-2	2.4	-14	1.1	94	0.2	102	0	14
Cc1onc(-c2c(F)cccc2Cl)c1C(=O)NC(=S)NCc1cccnc1	19	-5	-0.4	10	0.91	90	0.5	104	-4	-10
CC(c1ccccc1)C1OCC(C[N+]2(C)CCCCC2)O1 (stereo unspecified)	0	-4	0.1	-4	1	103	-0.1	103	-5	4
O=C(CN1CCN(CC(=O)Nc2ccc3c(c2)OCO3)CC1)Nc1ccc(F)cc1	-3	-11	1.8	0	0.9	108	-0.3	110	-1	0
CN1c2ccccc2C(O)=C(C(=O)Nc2ccccc2)S1(=O)=O	-16	6	-2.6	0	1.1	118	-0.3	95	5	0
SMILES	STAT3 inh	STAT1 inh	RAM network inh	APP 5'UTR act	NF-kB expr up	STAT3 act	Hsp70 activator	STAT1 activator	FLuc inh counter	APP 5UTR inh
CCOCCCn1c(=S)[nH]c2cc(C(=O)N3CCOCC3)ccc2c1=O	0	3	2.2	-7	0.82	102	0.1	97	0	7
O=C(Nc1ccccc1)N1CCC(c2nc(-c3ccc(S(=O)(=O)N4CCOCC4)cc3)no2)CC1	23	5	4.0	-8	0.83	85	-0.1	95	-6	8
Cc1cc(C)c(NC(=O)Cn2nc(-c3ccccc3)nc2-c2ccccc2)c(C)c1	2	3	0.7	-4	1	99	0.3	97	-6	4
CCCn1nc2cc(C(=O)NCc3ccc(C)cc3)ccc2c1OC	6	1	1.6	-9	1.1	99	-0.1	99	-6	9
O=C(OCC#CCSc1nnc(-c2cccc3ccccc23)o1)c1ccco1	17	1	17*	18	1.3	89	-0.3	99	-5	-18
O=C(NCc1ccccn1)C(=O)Nc1cccc2ccccc12	12	-5	4.0	-12	1.1	95	0.0	104	2	12
CCOc1ncccc1C(=O)OCC(=O)c1ccc(Cl)s1	-1	-5	5.9	-4	1.1	101	0.0	105	5	4
CCc1cc2ccccc2nc1SCC(=O)N1CCN(C(=O)c2ccco2)CC1	13	7	0.2	-21	0.94	93	-0.3	95	-3	21
CCOC(=O)C(NCc1ccc(OC)cc1)(NC(C)=O)C(F)(F)F (stereo unspecified)	2	-3	0.7	1	1.6	102	0.0	103	-3	-1
Nc1c(Cl)ncnc1NCCO	8	0	5.1	-10	1	99	-0.1	98	-6	10
O=C1c2ccccc2NC(c2cccc(Cl)c2)N1N=C1CCCCCC1 (stereo unspecified)	-9	-3	0.5	-13	0.73	114	-0.1	103	-2	13
Cc1cc(C)c(C#N)c(SCc2ccc3c(c2)OCO3)n1	22	-2	2.1	13	1.1	85	-0.3	102	-3	-13
CCOC(=O)c1ccc(NC(=O)CN(c2ccc(C)cc2)S(=O)(=O)c2c(C)nn(C)c2C)cc1	1	4	2.0	-1	0.72	105	0.1	96	-5	1
COc1ccc(-c2nc(-c3ccc(Br)cc3)no2)c(OC)c1	-5	-59	1.6	94	6*	105	-0.2	155*	26	-94
O=C(C1=C[C@@H](C2CC2)C[C@@H](OCCCCO)O1)N1CCOCC1	·	-3	0.1	4	1.2	·	0.0	104	-6	-4
COc1cc(NS(=O)(=O)c2ccc(NC(=O)/C(=C\c3ccccc3OC)NC(=O)c3ccccc3)cc2)nc(OC)n1	9	-2	5.4	0	1.1	100	0.2	99	-3	0
CC(OC(=O)c1oc2ccccc2c1CSC1CCCCC1)C(=O)NC(N)=O (stereo unspecified)	-4	4	1.3	17	0.97	106	-0.2	96	-6	-17
CCN(CC)S(=O)(=O)c1cccc(C(=O)Nc2ccc(C#N)cc2)c1	30	10	0.2	-12	0.8	79	-0.5	89	-2	12
COCCCNC(=O)C1CCCCN1S(=O)(=O)c1ccc(F)cc1 (stereo unspecified)	-2	-2	1.5	-16	1.4	102	-0.2	101	-6	16
O=C(CCc1nnc(C2(c3ccc(Cl)cc3)CCC2)o1)NCCCn1cccn1	-2	-12	0.6	19	1.3	105	-0.1	109	-4	-19
O=C(CCC1COc2ccccc2O1)NC1CCCCC1 (stereo unspecified)	7	-8	0.1	1	1.3	97	-0.1	108	-2	-1
CCCNC(=O)c1c(O)c2c([nH]c1=O)CCCC2	17	-25	3.1	10	1.8	89	-0.1	124	4	-10
C/C(N)=C(/C#N)C(=O)COC(=O)c1oc2ccccc2c1COC(C)C	1	5	3.4	24	1.2	103	-0.4	95	5	-24
COc1cc(OC)cc(C(=O)Nc2c(F)cccc2F)c1	7	4	0.2	-8	1.2	97	-0.2	94	-3	8
CCc1ccc2c(COn3nnc4ccc(S(=O)(=O)N(C)C)cc43)cc(=O)oc2c1	8	5	2.4	9	1.2	97	-0.2	95	-10	-9
SMILES	STAT3 inh	STAT1 inh	RAM network inh	APP 5'UTR act	NF-kB expr up	STAT3 act	Hsp70 activator	STAT1 activator	FLuc inh counter	APP 5UTR inh
COCc1cc(=O)n2[nH]c(SC)nc2n1	8	-1	2.0	6	1.1	97	0.5	102	0	-6
Cc1cccc2sc(NC(=O)c3ccc(Cl)s3)nc12	-3	-12	1.4	18	1.1	110	-0.1	111	0	-18
S=C(Nc1ccc(Cl)cc1Cl)Nn1cnnc1	-18	-3	-2.0	-13	0.92	111	-0.2	102	-2	13
Cc1ccc2c(c1)N(C(=O)c1ccco1)C(C)(C)c1ssc(=S)c1-2	4	3	4.6	24	0.98	97	-0.1	97	-6	-24
O=C(OCC(=O)N1CCOCC1)c1ccc(N2CCOCC2)c([N+](=O)[O-])c1	11	-3	1.6	17	1	94	0.1	101	-2	-17
O=C(Oc1cccc([N+](=O)[O-])c1)N1CCCCC1	3	1	-1.1	3	1.4	106	0.1	99	-2	-3
CCN1CCCC1CNCc1cc(OC)c(OC)c(OC)c1 (stereo unspecified)	-1	-3	0.8	-19	1.3	102	-0.4	106	-7	19
NCC12CC3CC(CC(O)(C3)C1)C2	-4	-9	1.1	-10	1.1	103	0.7	108	-4	10
CN1C(=O)[C@@H]2[C@@H]3C[C@@H]([C@H]4ON=C(c5ccc(Cl)cc5Cl)[C@@H]34)[C@@H]2C1=O	5	-3	-0.6	6	1.1	95	-0.5	102	-2	-6
O=C(CSc1nnc(-c2ccc(Cl)s2)o1)N1CCc2ccccc21	6	6	·	-23	·	97	-0.3	95	-6	23
CN=Cc1c(NC)nc2c(C)cccn2c1=O	22	3	0.1	-14	1.7	84	-0.1	98	-6	14
O=C(c1ccccc1)N1CCCC(c2ccc(Cl)cc2)=N1	20	5	-0.3	-12	0.71	90	-0.1	97	-1	12
O=C(N/N=C/c1c[nH]c2ccccc12)c1cc(-c2ccc3ccccc3c2)n[nH]1	10	-44	1.1	-88	0.61	90	-0.5	140*	19	88*
CCc1nnc(NS(=O)(=O)c2ccc(NC(=O)COc3ccc4ccccc4c3)cc2)s1	-6	-3	5.9	-3	1	106	-0.3	102	-2	3
COc1ccc(OC)c(S(=O)(=O)n2ccnc2C)c1	-2	8	0.1	4	0.93	100	-0.3	92	-6	-4
CCOC(=O)/C(C(N)=NCC(C)C)=C(/O)c1ccccc1	6	2	0.3	12	1.1	98	-0.3	98	-8	-12
COc1ccc(NC(=O)C2CCN(S(=O)(=O)c3ccc(OC)c(OC)c3)CC2)c(OC)c1	6	1	1.0	14	1.2	101	-0.3	98	-5	8
Cc1ccc(S(=O)(=O)NC2CCCc3ccccc32)cc1C (stereo unspecified)	-10	2	1.7	-21	0.83	110	-0.3	102	-7	21
COc1ccc(S(=O)(=O)c2ccc(OCC3CO3)cc2)cc1 (stereo unspecified)	-2	0	0.1	18	1.1	104	0.0	100	-4	-18
Cc1ccccc1-n1nnnc1SC1CCOC1=O (stereo unspecified)	2	-6	0.9	15	0.83	104	-0.3	104	-5	-15
COc1ccccc1CN1C[C@@H]2C[C@@H](C3=Cc4cc(Cl)ccc4OC3)N3CCC[C@@]23C1=O	2	20	2.4	9	0.84	103	0.0	80	-4	-9
CNc1ccc(/C=C(\C#N)c2ccccn2)cc1[N+](=O)[O-]	4	-42	1.5	125	1.8	99	0.1	139*	22	-125
